# Menin-MLL TR inh: qHTS Assay for Inhibitors Targeting the Menin-MLL Interaction in MLL Related Leukemias: Competition With Texas Red Labeled MLL-derived Mutant Peptide. O00255. Menin + Texas Red MLL mutant peptide, fluorescence polarization. Potency, µM (doses to about 61.6 µM), for inactives: at the highest dose FP activity change, negative = inhibition, usual class: inhibitors. 270,000 compounds, 0.23% hits. AID 1768, 2009; active = well fitted inhibition curve with a large enough effect in the polarisation, with a control signal flat, not every such curve was filed as active; inconclusive = small, poorly fitted or top-dose-only effect, or effect the other way, or a change in a side signal; inactive = no such curve, though single readings can be large or run the other way; the % refers to the polarisation; also: potency is read from the fitted curve at half-maximal effect; % of control where 0% means no effect; many of its hits are not listed in these tables
# AT treatment: qHTS Assay for Identifying a Potential Treatment of Ataxia-Telangiectasia; […] A-T fibroblasts, KAP-1 phosphorylation AlphaLISA; neocarzinostatin DNA damage 30 min before lysis; Potency, µM (series often up to 57.5 µM), for the others: at the top dose activation, most hits filed as activators; 320,000 compounds, 0.19% hits; AID 485349, 2010; also: potency is read from the fitted curve at half-maximal effect; % of control where 0% means no effect; nearly all actives have a fitted effect of over 45% in size
#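 ATM-like activity read as KAP-1 phosphorylation via AlphaLISA donor/acceptor antibody pairs after lysis and 6 hr at 25C. Cells were ATM-null patient fibroblasts ([…], hTERT), dosed 60 min, then exposed to the DSB inducer NCS for 30 min.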
# PTAP TSG101 blk: qHTS Assay for Iinhibitors of HIV-1 Budding by Blocking the Interaction of PTAP/TSG101 | Tumor susceptibility gene 101 protein (Homo sapiens), Q99816 | Fluorescence polarization, FITC-PTAP peptide / Tsg101 binding | Potency, µM (top dose mostly 115 µM), for inactives: at the top dose activity change, negative = inhibition, most hits filed as inhibitors | 340,000 tested, under 10 active; active = well fitted inhibition curve with a large enough effect in the main read-out, with a control signal flat, not every such curve was filed as active; inconclusive = small, poorly fitted or top-dose-only effect, or effect the other way, or a change in a side signal; inactive = no such curve, though single readings can be large or run the other way; also: potency is read from the fitted curve at half-maximal effect; % of control where 0% means no effect
# Target sequence (Q99816 whole entry, looked up): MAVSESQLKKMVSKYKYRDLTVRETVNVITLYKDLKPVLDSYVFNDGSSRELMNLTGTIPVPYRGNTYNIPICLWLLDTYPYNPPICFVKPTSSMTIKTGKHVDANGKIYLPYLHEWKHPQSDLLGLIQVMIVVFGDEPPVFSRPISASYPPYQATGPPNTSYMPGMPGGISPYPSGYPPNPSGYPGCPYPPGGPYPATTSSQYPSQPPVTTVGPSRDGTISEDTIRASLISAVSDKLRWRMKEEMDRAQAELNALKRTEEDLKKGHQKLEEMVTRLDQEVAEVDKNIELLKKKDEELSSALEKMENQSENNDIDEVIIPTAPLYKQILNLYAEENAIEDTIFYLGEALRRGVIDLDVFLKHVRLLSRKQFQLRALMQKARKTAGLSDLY
#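 Fluorescence anisotropy tracks displacement of a FITC-tagged PTAP peptide (50 nM) from the Tsg101 binding domain (10 uM), following a 20 min room-temperature incubation at pH 7.5.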
# a7 integrin act: qHTS for Activators of Integrin-Mediated Alleviation for Muscular Dystrophy; alpha7betagal myoblasts, beta-gal FDG fluorescence, 48 h; Potency, µM (top dose mostly 38.3 µM), without a hit: at the highest dose activation, actives largely listed as activators; 350,000 compounds, 0.064% hits;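 also: potency is read from the fitted curve at half-maximal effect; 100% = response of the positive control SU9516; nearly all actives have a fitted effect of over 60% in size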
#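 alpha7betagal+/- myoblasts (passage 13, 250/well) treated 48 h at 37C with compounds at 1:260 dilution of DMSO stock. Lysed, then beta-galactosidase activity read as FDG fluorescence (ex 480/em 540) after 30 min, with pre-read for autofluorescence.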
# TCR activator: Activators of T cell receptors: qHTS campaign. primary human leukocytes, anti-CD3, IL-2 HTRF, 48 h. Potency, µM (titrated, usually from 9.22 µM), inactives show top-dose activation of IL-2 secretion, usual class: activators. 330,000 tested, under 10 active. AID 504894, 2011; also: % of control where 0% means no effect
#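 1) Mix primary human leukocytes, a-CD3 beads and compound. 2) Incubate 48 hr. 3) Add HTRF IL-2 reagents (a-IL-2-K, a-IL-2-d2).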
# CXXC DNA block: qHTS Fluorescence Polarization Assay for Inhibitors of MLL CXXC domain - DNA interaction; MLL-CXXC / FITC-HOXA9 DNA fluorescence polarization; AID 2662, 2010; Histone-lysine N-methyltransferase 2A (Homo sapiens), Q03164; Potency, µM (highest dose often 115 µM), for inactives: at the highest dose activity change, negative = inhibition, hits mostly inhibitors; 290,000 compounds, 0.037% hits; active = well fitted inhibition curve with a large enough effect in the polarisation, with a control signal flat, not every such curve was filed as active; inconclusive = small, poorly fitted or top-dose-only effect, or effect the other way, or a change in a side signal; inactive = no such curve, though single readings can be large or run the other way; the % refers to the polarisation; also: potency is read from the fitted curve at half-maximal effect
#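 Steps: dispense CXXC domain solution (7 uM) → pin compounds or unlabeled HOX-A9 DNA control → 5 min ambient → add FLSN-HOX-A9 solution (50 nM) → spin → 30 min ambient → fluorescence polarization. Tris pH 7.5/NaCl/DTT/BSA buffer.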
# MBNL1-CUG inh: qHTS Assay for Inhibitors of MBNL1-poly(CUG) RNA binding | TR-FRET MBNL1-His/biotin-(CUG)12 binding, 665/545 ratio | Potency, µM (series often up to 57.5 µM), for the others: top-dose activity change, negative = inhibition, actives largely listed as inhibitors | 280,000 compounds, 0.036% hits | AID 2675, 2010; active = well fitted inhibition curve with a large enough effect in the signal ratio, with a control signal flat, not every such curve was filed as active; inconclusive = small, poorly fitted or top-dose-only effect, or effect the other way, or a change in a side signal; inactive = no such curve, though single readings can be large or run the other way; the % refers to the signal ratio; also: potency is read from the fitted curve at half-maximal effect; % is scaled to controls: 0 for no effect and ±100 for the full control effect
# Target sequence (Q9NR56 whole entry, looked up): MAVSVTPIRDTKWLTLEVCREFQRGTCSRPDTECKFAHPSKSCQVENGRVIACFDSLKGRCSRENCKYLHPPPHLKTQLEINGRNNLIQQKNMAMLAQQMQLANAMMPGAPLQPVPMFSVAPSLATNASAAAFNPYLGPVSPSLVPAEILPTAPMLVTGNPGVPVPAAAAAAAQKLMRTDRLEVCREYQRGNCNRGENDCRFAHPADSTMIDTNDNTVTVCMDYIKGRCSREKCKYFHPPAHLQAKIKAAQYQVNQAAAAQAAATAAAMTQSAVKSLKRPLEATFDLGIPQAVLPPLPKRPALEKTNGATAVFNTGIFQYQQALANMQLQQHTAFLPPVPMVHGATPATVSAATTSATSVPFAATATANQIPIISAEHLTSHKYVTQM
#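 Compound titration spanned 92 nM–58 uM against the MBNL1-His/biotin-(CUG)12 complex. After 60 min at room temperature with 5 nM streptavidin-XL665 and 0.055 ng/ul terbium anti-His, ratiometric 665/545 nm emission (Ex 340 nm) normalized to controls.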
# S-ASM inh: Inhibitors of Secretory Acid Sphingomyelinase (S-ASM): qHTS; Sphingomyelin phosphodiesterase (Homo sapiens), P17405; placental ASM, HMU-PC fluorogenic substrate, 60 min; Potency, µM (titrated, usually from 57.5 µM), for inactives: top-dose activity change, negative = inhibition, usual class: inhibitors; 340,000 compounds, 0.006% hits; also: potency is read from the fitted curve at half-maximal effect
#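 Human placenta-derived ASM preincubated with compound 10 min at room temperature, then reacted with 9 uM (final) fluorogenic HMU-PC substrate for 60 min at 37 C. Stop solution raises pH to 10; fluorescence read at Ex 386/Em 447 nm.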
# Mito fusion yeast: qHTS Assay for Small Molecule Inhibitors of Mitochondrial Division or Activators of Mitochondrial Fusion | S. cerevisiae fusion-defective mutant growth rescue, CellTiterGlo 48 h | Potency, µM (titrated, usually from 46.1 µM), for the others: at the highest dose growth rescue (activation), hits mostly activators | 320,000 compounds, 0.23% hits | AID 485298, 2010;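 also: potency is read from the fitted curve at half-maximal effect; % of control where 0% means no effect; nearly all actives have a fitted effect of over 45% in size; temperature-sensitive fusion mutants such as fzo1-1 at 37 °C on non-fermentable ethanol glycerol medium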
#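 Compounds are tested for their ability to restore growth of mitochondrial fusion-defective yeast strains at non-permissive 37C in YPEG medium over 48 hours. Viability is quantified by luciferase luminescence.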
# TSHR antagonist: Antagonists of the Thyroid Stimulating Hormone Receptor: HTS campaign; AID 504810, 2011; TSHR-expressing cells, TSH-stimulated cAMP HTRF, 2 h; hits give low values; Thyrotropin receptor (Homo sapiens), P16473; 330,000 compounds, 0.2% hits; activity change, negative = inhibition, % at 11.5 µM;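 active = activity change below a set negative limit, meaning inhibition stronger than a set level, cut at about -70% in these data; inconclusive = activity change between two set negative limits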; also: % is scaled to controls: 0 for no effect and ±100 for the full control effect
#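 Freshly harvested TSHR cells receive pin-tooled compound, then EC80 TSH at 4nM final. After 2 hours at 37 deg C, antibody in lysis buffer and cAMP-d2 are added; 30 minutes at ambient temperature precede the HTRF read.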
# An asterisk follows results filed as active; ? = inconclusive; . = not tested or not shown; [ ] = dose if it differs, or a comment. Unless noted, calls follow the shape of the dose curve; as a rule, active = well fitted curve in the direction sought with a large enough effect; inconclusive = small, poorly fitted or top-dose-only effect, or another doubt; inactive = no such curve, though single readings can be large; an effect the other way counts as inactive or inconclusive.
SMILES,Menin-MLL TR inh,AT treatment,PTAP TSG101 blk,a7 integrin act,TCR activator,CXXC DNA block,MBNL1-CUG inh,S-ASM inh,Mito fusion yeast,TSHR antagonist
CC(C)(C)c1ccccc1OCCOCCN1CCCCCC1,?,2.4%,-2.1%,-71.1%[inhibitor],0.0%,9.7%,-5.6%,-3.3%,-1.2%,-1.4
O=C(CN1C(=O)S/C(=C/C=C/c2ccccc2)C1=O)Nc1ccc(C(=O)O)cc1,?,1.5%,-2.0%,12.8%,-2.7%,-1.5%,?,25.5%,1.6%,0.7
Cn1c(-c2ccc3c(c2)OCO3)cnc1NCc1ccc(Cl)cc1,?,3.9%,-2.1%,-20.5%,5.2%,?,-2.6%,-3.2%,2.5%,2.9
C=CCN1C(=O)c2cccc3c(Br)ccc(c23)C1=O,6.0%,-5.0%,-10.5%,-19.1%,.,16.1%,59.2%[activator],-2.5%,-2.0%,6.4
COc1ccc(CN2CCN(Cc3ccco3)CC2)c(OC)c1,-16.4%,40.4%,0.6%,-15.7%,0.3%,5.9%,-14.2%,1.7%,10.1%,-3.5
COc1ccc(-n2cnc3cc(NCc4ccco4)ccc32)cc1,-13.0%,.,-8.3%,-18.0%,-1.1%,-10.6%,2.2%,0.5%,2.0%,-7.9
COCCN(Cc1cc2cc3c(cc2nc1Cl)OCO3)C(C)=O,14.6%,-2.7%,1.5%,13.8%,-0.3%,-9.7%,?,0.7%,6.7%,6.6
O=C(NCc1ccc(F)cc1)C(C(=O)NCc1ccc(F)cc1)c1ncc(C(F)(F)F)cc1Cl,?,4.2%,-0.6%,-24.5%,-0.5%,-3.6%,-2.7%,1.1%,-2.1%,13.8
C/C=C(/C)C(=O)O[C@@H]1c2c(ccc3ccc(=O)oc23)O[C@@H]1C(C)(C)OC(C)=O,-7.5%,4.5%,-11.1%,30.3%,-4.8%,3.8%,5.3%,13.2%,0.5%,-2.4
CC(C)[C@H](NS(=O)(=O)c1ccccc1)C(=O)OCc1cc([N+](=O)[O-])cc2c1OCOC2,.,.,-1.9%,-7.2%,4.0%,.,.,-2.6%,.,.
O=C(COC(=O)c1cccc(NC(=O)c2ccco2)c1)c1ccc(Br)cc1,0.9%,7.7%,-5.7%,-9.8%,-1.8%,-1.9%,0.0%,-17.6%,4.3%,-28.0
Cc1cccc(Oc2ccc(NC(=O)c3ccccc3C(=O)O)cc2)c1C,9.4%,0.1%,-1.7%,0.0%,-5.1%,-3.1%,2.1%,10.5%,8.1%,-4.2
Cc1ccnn1CCC(=O)O,.,-3.4%,-8.0%,-20.2%,-3.8%,1.5%,-1.7%,5.0%,-1.1%,12.8
CCS(=O)(=O)n1nc(-c2ccc(C)cc2)nc1N,-2.2%,3.6%,-9.0%,-10.9%,-0.8%,4.4%,7.1%,0.8%,-2.5%,0.8
COc1cc(C)nc(Oc2ccc(/C=N/O)cc2)n1,-15.8%,8.8%,-4.5%,5.7%,2.1%,2.3%,1.2%,3.2%,3.5%,2.1
Cc1cc2cc(C)c(NCCNC(=O)c3cccs3)nc2cc1C,-3.8%,-0.1%,-4.5%,-54.4%[inhibitor],-9.8%,-4.2%,?,-5.0%,5.3%,-2.7
CCOC(=O)c1c(-c2ccccc2)nc2ccc(C)cn12,-0.4%,-3.2%,-13.5%,5.0%,-2.5%,-5.2%,-0.3%,-3.4%,-12.6%,31.0
CCCC(=O)Nc1nnc(Cc2ccccc2)s1,.,-6.4%,-7.0%,-6.1%,3.0%,3.7%,3.5%,2.6%,-6.7%,10.9
C=CCn1cccc(C(=O)Nc2ccc(Cl)cc2)c1=O,32.7%[activator],7.4%,-0.4%,-58.0%[inhibitor],1.5%,4.9%,3.1%,-3.7%,?,-11.4
CC(C)N1CCc2c(sc(NC(=O)c3ccc(S(=O)(=O)N4CCOCC4)cc3)c2C(N)=O)C1,6.7%,3.7%,5.3%,7.4%,-4.9%[46.1 µM],-7.2%,?,4.9%,-0.1%,-9.9
CN(C)c1cccc(C(=O)OCC(=O)N(Cc2ccccc2)C2CCS(=O)(=O)C2)c1 (configuration not stated),4.2%,-1.2%,0.2%,-16.7%,-5.6%,3.0%,27.4%,30.8%,-6.6%,8.0
CCOC(=O)C1=C(CNCc2ccc(C)cc2)NC(=O)NC1c1cc(C)ccc1C (configuration not stated),?,-4.9%,-2.6%,-1.4%,2.6%,-2.5%,-1.7%,-1.0%,?,-2.9
Cc1cc(C(=O)NCCCn2ccnc2)sc1-c1ccccc1,-7.2%,3.4%,-0.5%,7.3%,-8.8%,12.0%,20.6%,4.0%,-2.1%,11.8
COc1ccccc1-c1nnc(NC(=O)CSc2nncn2C)s1,-7.9%,3.2%,-4.0%,7.1%,4.2%,1.5%,-4.1%,7.4%,7.5%,-2.5
O=C1CC(c2ccco2)CC(O)=C1C=Nc1cc(Cl)ccc1Cl (configuration not stated),?,-11.2%,-3.6%,-0.2%,-2.7%[46.1 µM],-2.0%,.,1.4%,1.5%,7.6
NC(=O)CC(NC(=O)Cc1ccc(Cl)cc1)c1ccc(NC2CC3CCC2C3)c([N+](=O)[O-])c1 (configuration not stated),23.4%,-10.3%,-17.2%,-9.0%,-5.8%,-17.0%,?,-20.9%,-6.3%,12.2
O=C(Nc1nccs1)c1nc[nH]c1C(=O)NCc1ccccc1,.,-1.0%,-2.9%,4.9%,-0.8%,.,.,0.3%,-4.8%,12.8
CCOC(=O)c1cn2nc(N3CCCC3)ccc2n1,.,19.3%,1.3%,?,-7.2%,-9.5%,-7.0%,29.0%,-3.7%,5.7
COCCCNCCCOc1ccc(Cl)cc1C(C)(C)C,-6.0%,2.0%,-3.8%,-42.5%,-7.6%[46.1 µM],18.7%,.,5.2%,3.9%,23.1
Cc1cc2c(C)nc(-c3ccccc3)nc2o1,?,1.0%,-5.3%,-13.0%,-9.0%,0.3%,5.0%,-0.2%,6.6%,-8.5
Cc1cc(C)c(OCC(=O)Nc2ccc3c(c2)OCO3)cc1C,29.9%,15.7%,-1.3%,4.6%,6.8%,2.1%,-5.7%,0.5%,15.4%,1.1
O=C(Cn1nc(-c2cccc(Cl)c2)ccc1=O)Nc1ccc(C(=O)NC2CC2)cc1,7.3%,0.7%,0.1%,6.7%,0.0%,0.5%,25.0%,-0.6%,3.9%,-4.6
COc1ccc(Cl)cc1C(=O)Nc1ccccc1N1CCN(C)CC1,?,6.7%,-3.1%,-39.3%,2.5%,4.5%,-3.1%,2.9%,1.1%,0.4
O=C(Nc1nnc(C2=COCCO2)o1)C1CCCCC1,21.2%,7.4%,-3.0%,-10.3%,-1.5%,8.6%,-12.1%,0.3%,-3.1%,30.7
O=C(Nc1ccc(Cl)cn1)C1CCN(c2ncnc3c2nc2n3CCCCC2)CC1,-1.0%,0.0%,-3.5%,-31.1%,3.8%,9.0%,6.4%,-7.2%,-3.3%,-26.5
Cc1cc(C(=O)N(Cc2nnc(-c3ccc(Cl)cc3)o2)C(C)C)c2ccccc2n1,.,3.3%,-2.8%,-26.3%,-3.1%,.,.,-11.2%,-2.5%,1.9
Cc1ccc(-c2nnn(CC(=O)Nc3ccc(S(=O)(=O)N4CCC(C)CC4)cc3)n2)cc1,?,9.7%,-4.3%,-8.5%,0.1%,-5.9%,-4.7%,1.9%,2.9%,26.2
O=c1c(Cc2ccc(F)cc2)c(O)ccn1CC1CCCO1 (configuration not stated),5.0%,2.0%,-5.0%,-31.1%,-5.7%,17.4%,-6.1%,-3.5%,0.7%,-2.7
CCOC(=O)CSc1nc2c(sc(=S)n2Cc2ccco2)c(=O)n1-c1ccccc1,-29.8%,2.5%,-4.7%,-17.9%,-1.1%,15.2%,5.2%,0.2%,-2.4%,-10.3

# Assay outcomes as filed in PubChem.

# This is a subset, so the mix of outcomes need not match the whole.
